TTR transcr act: increases transthyretin transcription | SH-SY5Y TTR promoter Gaussia luciferase, luminescence; 100% = recombinant luciferase protein wells | activation, % at 16.7 µM | actives 1.3% (n = 92,000) | AID 1117267;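 active = activation above the mean of all tested compounds plus 3 SD, cut at about 9.5% in these data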;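 note: cells exposed to compounds for one day before reading; 0% = median of all test compound wells on the plate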
* hit, by the source's call.

| smiles | TTR transcr act |
| --- | --- |
| CN1C(=O)S/C(=C/c2ccccc2OCc2ccc(C(=O)O)cc2)C1=O | 0.4 |
| CC1CCc2sc(C(=O)NC(C)C3CCCO3)cc2C1 (stereo not given) | 0.1 |
| Cc1coc2c(C)c3oc(=O)c(CCC(=O)NCCCN4CCOCC4)c(C)c3cc12 | 4.5 |
| CCOc1ccccc1-c1nc(C(N)=O)c2[nH]c(=O)n(-c3ccc(F)cc3)c2n1 | 0.8 |
| COc1ccc(C)cc1N(CC(=O)N1CCCCCC1)S(=O)(=O)c1ccccc1 | 0.3 |
| CCOC(=O)c1ccc(NC(=S)NCc2ccccc2)cc1 | -0.9 |
| Cc1cccn2cc(CNC(=O)c3ccco3)nc12 | 3.9 |
| CN1C(C(=O)N2CCc3ccccc3C2)=CC(c2ccc(F)cc2)=NS1(=O)=O | -1.0 |
| C=CCON1C(=O)c2ccccc2C1=O | 2.2 |
| CCOCCCn1c(SCC(=O)Nc2ccc(OC)cc2)nc2ccccc2c1=O | -1.3 |
| CN(C1CCCCC1)S(=O)(=O)c1ccc(NC(=O)C2CCCCC2)cc1 | -2.9 |
| Cc1ccc(C(=O)O)cc1S(=O)(=O)N1CCSCC1 | 0.7 |
| O=S(=O)(NCc1ccccn1)c1ccc2c(c1)OCCO2 | -0.7 |
| CCOC(=O)c1c(C)c(C(=O)NCc2ccc3c(c2)OCO3)c(C)n1C | 0.1 |
| Nc1cc(S(=O)(=O)c2ccc(N3CCCCC3)c(N)c2)ccc1N1CCCCC1 | -3.6 |
| O=C(/C=C/c1ccco1)Nc1ccc(Oc2ccc(Cl)cc2)cc1 | -3.7 |
| Cc1cc(Br)cn2c(Cc3ccsc3)c(-c3cccc(Cl)c3)nc12 | 0.4 |
| O=C(Cc1cccs1)Nc1cccc(C(=O)Nc2ccco2)c1 | -0.1 |
| CCCNS(=O)(=O)c1cc2c3c(c1)CCN3C(=O)CC2 | 0.9 |
| CCCn1cnc2c(Sc3c([N+](=O)[O-])ncn3C)nc(N)nc21 | -0.6 |
| CSCC(=O)Nc1cc(C)on1 | 7.8 |
| O=C(CSc1oc(-c2ccc(F)cc2)nc1S(=O)(=O)c1ccc(F)cc1)NCC1CCCO1 (stereo not given) | -0.9 |
| CCc1ccccc1NC(=O)c1cc2sccc2n1C | 3.0 |
| O=C(O)c1cc([N+](=O)[O-])ccc1Oc1ccccc1 | 2.4 |
| CCCCCCN1C=CC=C/C1=C/C=C(C#N)C#N | 0.4 |
| Cc1cccc(NC(=O)CSc2c3c(nc4ccccc24)CCC3)n1 | 0.7 |
| COc1ccc(NC(=O)NCCc2cccc(Cl)c2)cc1OC | -0.7 |
| O=C1c2ccccc2C(=O)N1OCCOCCOCCON1C(=O)c2ccccc2C1=O | -0.8 |
| Cc1c(Br)c(C(=O)NCc2cc3cc(Cl)ccc3[nH]2)nn1C | 1.4 |
| COc1ccc(/C=C/CN2CCCC(C(=O)c3cc(F)ccc3F)C2)cc1 (stereo not given) | -1.7 |
| COc1ccc(CN(C)C[C@H]2OCc3cnnn3CCCC(=O)N([C@H](C)CO)C[C@@H]2C)cc1 | -0.4 |
| FC(F)(F)c1nnc2ccc(Sc3ccccn3)nn12 | 2.5 |
| CC(C)(C)c1cc(C(c2cccnc2)N2CCN(CCO)CC2)cc(C(C)(C)C)c1O (stereo not given) | -4.2 |
| CCOC(=O)C1=C(C)NC(=S)NC1c1ccsc1 (stereo not given) | -0.5 |
| CC(C)(C)NC(=O)C(c1ccccn1)N(C(=O)C1CSC(=O)C1)c1cccc(F)c1 (stereo not given) | -1.2 |
| CCc1nc2c(OCCOc3ccc(F)cc3)cccn2c1N(C)C(=O)c1ccc(OC)cc1 | 6.6 |
| CCN(CC)S(=O)(=O)c1ccc(-c2ccc(S(=O)(=O)N(CC)CC)cc2)cc1 | -1.8 |
| Cc1cc(C)cc(-c2c(C(=O)c3ccc(Br)cc3)[nH]c(N)c2C(=O)NCc2ccc(Cl)cc2)c1 | -0.9 |
| CCCNC(=O)c1noc2c1CCc1cc(OC)ccc1-2 | 0.6 |
| Cc1nc(SCC(=O)NC2CCS(=O)(=O)C2)c2c3c(sc2n1)CCC3 (stereo not given) | -0.8 |
| O=C(COC(=O)/C=C/c1cccc(C(F)(F)F)c1)NC(=O)NC1CCCC1 | 0.1 |
| COc1cc(C(CCN2CCOCC2)c2c(OC)cc(OC)c3c(C)cc(=O)oc23)cc(OC)c1OC (stereo not given) | 7.7 |
| Cc1ccc(C(=O)CSc2nc(N)cc(=O)[nH]2)cc1 | 3.2 |
| Cc1cccc(OCCC(=O)Nc2nnc(C)s2)c1 | 17* |
| COc1ccc(CCNC2CC(=O)N(C)C2=O)cc1OC (stereo not given) | -0.4 |
| CCOC(=O)CNC=C(C(=O)OCC)C(=O)OCC | -3.3 |
| Cc1ccc([C@H]2N[C@]3(CCCN(Cc4ccc(F)cc4)C3=O)[C@H]3C(=O)N(C)C(=O)[C@@H]23)cc1 | 0.7 |
| O=C(NCc1ccccc1)C(c1ccccc1)N(C(=O)c1csnn1)c1ccccc1 (stereo not given) | -0.2 |
| Cc1sc2nc(CSc3nc4ccccc4c(=O)n3CCCN3CCOCC3)[nH]c(=O)c2c1C | -0.6 |
| COc1ccccc1-n1c(-c2cc(-c3ccco3)[nH]n2)n[nH]c1=S | -0.4 |
| Cc1cc(N2CCc3ccccc32)n2ncnc2n1 | -2.9 |
| CC1=CCC2C(=O)N(c3ccc(C(=O)N4CCCCCC4)cc3)C(=O)C2C1 (stereo not given) | 3.3 |
| Cc1nn(-c2ccccc2)c(C)c1/C=N/NC(=O)c1cc(C2CC2)[nH]n1 | 2.4 |
| O=C(Oc1coc(CSc2ncccn2)cc1=O)c1ccc([N+](=O)[O-])cc1 | 5.2 |
| CS/C(=C\[N+](=O)[O-])Nc1ccc(OC(F)(F)F)cc1 | -2.0 |
| CC1CCCCC1NC(=O)CN(C)S(=O)(=O)c1cccc2nsnc12 (stereo not given) | -1.7 |

Some of these compounds in order of their number in TTR transcr act, ascending:
| smiles | TTR transcr act |
| --- | --- |
| Cc1cc(N2CCc3ccccc32)n2ncnc2n1 | -2.9 |
| CC1CCCCC1NC(=O)CN(C)S(=O)(=O)c1cccc2nsnc12 (stereo not given) | -1.7 |
| O=C(Oc1coc(CSc2ncccn2)cc1=O)c1ccc([N+](=O)[O-])cc1 | 5.2 |

(continued)
| smiles | TTR transcr act |
| --- | --- |
| Cc1cccc(C(=O)NCC(=O)N2CCOCC2)c1 | 1.7 |
| O=C(O)CCN1CC2([N+](=O)[O-])C=CC(=O)C([N+](=O)[O-])(C1)C2CC(=O)c1ccccc1 (stereo not given) | 0.8 |
| CCOP(=O)(c1ccccc1Cl)C1(O)CCCCC1 (stereo not given) | 0.5 |
| CN(C)N1C(N)=C(C#N)C(c2ccccc2)C2=C1CCCC2=O (stereo not given) | 1.1 |
| COC(=O)[C@@H](CC(C)C)CP(=O)(OC)[C@@H](C)NC(=O)OCc1ccccc1 (stereo not given in full) | 0.0 |
| COc1ccc(NC(=O)N(C)C[C@H]2Oc3c(NC(=O)Cc4ccccc4)cccc3C(=O)N([C@H](C)CO)C[C@@H]2C)cc1 | -3.2 |
| O=C(Nc1ccccc1C(=O)NC(Cc1c[nH]c2ccccc12)C(=O)O)c1ccccc1 (stereo not given) | -1.4 |
| NC(=O)NCc1ccccc1 | 2.2 |
| CC/C(C)=N/N1C(=O)c2ccccc2NC1(C)CC (stereo not given) | 6.2 |
| COc1ccc(C(=O)Nc2ccc(Cc3ccncc3)cc2)cc1Br | -1.1 |
| CCCCn1c(N)c(N(CCC(C)C)C(=O)c2cccc(N3C(=O)c4ccccc4C3=O)c2)c(=O)[nH]c1=O | 0.2 |
| COc1ccc(C2=NN(C(=O)c3ccc(Cl)c([N+](=O)[O-])c3)C(c3ccccc3)C2)cc1 (stereo not given) | -2.8 |
| CC(C)(C)OC(=O)NCc1ccc(CNC(=O)c2nc[nH]c2C(=O)NCc2ccccc2)cc1 | -2.9 |
| O=C(CSc1ccc2nnc(-c3ccccc3)n2n1)NCc1ccc2c(c1)OCO2 | 0.1 |
| O=C(Nc1nccs1)c1cccc(S(=O)(=O)N2CCCCC2)c1 | -1.3 |
| CC(C)(C)OC(=O)N1CCC(NC(=O)c2[nH]cnc2C(=O)Nc2cccc(Cl)c2)CC1 | 3.2 |

Rewritten with each value named: part of the list above
C=CCON1C(=O)c2ccccc2C1=O
  TTR transcr act: 2.2
CCOCCCn1c(SCC(=O)Nc2ccc(OC)cc2)nc2ccccc2c1=O
  TTR transcr act: -1.3
CN(C1CCCCC1)S(=O)(=O)c1ccc(NC(=O)C2CCCCC2)cc1
  TTR transcr act: -2.9
Cc1ccc(C(=O)O)cc1S(=O)(=O)N1CCSCC1
  TTR transcr act: 0.7

The list goes on.
| smiles | TTR transcr act |
| --- | --- |
| C=CCC(NCc1ccccc1)c1ccc(OC)cc1 (stereo not given) | 0.0 |
| Oc1[nH]c2ccccc2c1N=Nc1nncc2ccccc12 | 0.9 |
| O=C1NC(=O)C(=Cc2ccccc2)N1 | 0.2 |
| COc1ccc(C(C#N)N2CCCCC2)cc1OC (stereo not given) | 2.1 |
| O=[N+]([O-])c1ccccc1Oc1ccc(C(F)(F)F)cn1 | 4.9 |
| O=C1CCCCC1Nc1ccc(Br)cc1 (stereo not given) | -0.5 |
| CCCC(=O)N/C(N)=N/c1nc(C)c2cc(C)ccc2n1 | -2.9 |
| CCN1CCc2c(sc(NC(=O)c3ccc(S(=O)(=O)N4CCCCCC4)cc3)c2C(=O)NC)C1 | -0.2 |
| CN(C)/C=C(\C#N)C(=O)N/N=C/c1ccc(F)cc1 | 3.0 |
| O=C(COC(=O)c1cc(Cl)cc(Cl)c1)NCc1ccco1 | 3.0 |
| CN(NC(=O)NN(C)C(=O)c1ccccc1)C(=O)c1ccccc1 | 1.4 |
| Cc1cc(C)c(C(N)=O)c(SCC(=O)c2ccc(Cl)cc2)n1 | -2.0 |
| CC(=O)OC(C(=O)Nc1ccccc1)C(C)S(=O)(=O)c1ccccc1 (stereo not given) | -3.9 |
| O=C(CCCC(=O)NCCc1ccccc1)NCCc1ccccc1 | 0.1 |
| O=C(CSc1nnc(Nc2ccccc2)s1)NC1CCCC1 | 4.6 |
| O=C(Nc1cc(-c2ccccc2)[nH]n1)c1ccc(Cl)cc1 | -2.8 |
| CCOC(=O)c1ccc2c(c1)n(CC)c(/C=C/N(C)c1ccccc1)[n+]2CC | -0.4 |
| Cc1cc(OC(C)C(=O)NCCCN2CCOCC2)c2c(C)c(C)c(=O)oc2c1 (stereo not given) | 0.3 |
| CCc1ccc(NC(=O)c2noc3c2CCCCC3)cc1 | -0.1 |
| CC(Sc1nc2ccccc2c(=O)n1CC1CCCO1)C(=O)Nc1ccc(S(N)(=O)=O)cc1 (stereo not given) | 0.8 |
| COc1ccc(CCNC(=S)N2CCN(S(=O)(=O)c3ccc(C)cc3)CC2)cc1 | -0.9 |
| COc1ccc(OC(F)(F)F)cc1CC1(C)C(=O)Nc2cccc(Cl)c21 (stereo not given) | 0.0 |
| COc1ccc2c(c1)OC[C@H]1[C@H]2N2C(=O)CN(Cc3ccc(F)cc3)C(=O)[C@@]2(C)[C@H]1c1ccccc1 | 1.7 |
| CCOc1ccccc1OCC(=O)NN=C1CCCC(=O)C1 | 3.7 |
| CCOC(=O)C1(Cc2ccccc2)CCN(Cc2cn[nH]c2-c2ccccc2)CC1 | -1.2 |
| CCC(O)(Cc1ccccn1)Cc1ccccn1 | 4.3 |
| O=C1CS/C(=N/N=C2C3CC4CC(C3)CC2C4)N1 | 2.1 |
| O=C(N/N=C/c1cn(-c2cccs2)nc1-c1ccccc1)c1ccccc1Cl | -0.3 |
| O=C(Nc1ccc2c(c1)OCO2)C1CC(=O)N(CCc2ccccc2)C1 (stereo not given) | -1.6 |
| CCCCN1C(=O)C(CC(=O)NC2CCCC2)CC(C(=O)N(C(C)C)C(C)C)=C1C (stereo not given) | -1.2 |
| O=C(CNC(=O)c1ccccc1F)NCCN1C(=O)S/C(=C\c2ccc3c(c2)OCO3)C1=O | 3.0 |
| CC1(C)CC(=O)C2=C(C1)OC(N)=C(C#N)C2c1cc2c(cc1[N+](=O)[O-])OCO2 (stereo not given) | 1.3 |
| O=C(c1cccc(N2C(=O)C3C4C=CC(C4)C3C2=O)c1)N1CCN(c2ccc(F)cc2)CC1 (stereo not given) | -1.7 |
| Cc1cc(C(c2ccc(O)cc2)c2cc(C)c(O)cc2C)c(C)cc1O | -2.4 |
| Cc1cccn2c(=O)c(/C=N/O)c(N3CCCC3)nc12 | 3.7 |
| Cn1c(O)c(N=NC(=O)CNC(=O)/C=C/c2ccccc2)c2ccccc21 | 0.4 |
| Cc1cc(O)c(C(=O)/C=C/c2cccc([N+](=O)[O-])c2)c(=O)o1 | -1.2 |
| Cc1ncoc1C(=O)Nc1cccc(Cl)c1C | 0.9 |
| CCOC(=O)c1sc(N/N=C/c2cccc(C)c2)nc1C | -0.1 |
| COC(=O)C1CCN(C(=O)COC(=O)c2ccc3[nH]c4c(c3c2)CCCC4)CC1 | 0.7 |
| C/C(N)=C(/C#N)C(=O)COC(=O)C1CCN(C(=O)c2ccc(Cl)cc2)CC1 | 1.9 |
| COc1ccc(OCCNS(=O)(=O)Cc2ccccc2)cc1 | -0.5 |
| Cc1ccc(C)c(C(=O)Nc2c(C(N)=O)oc3ccccc23)c1 | 1.6 |
| O=C(CNC(=O)c1ccc2c(c1)OCCO2)N/N=C/c1cccc(Br)c1 | -1.1 |
| O=C(NCCCNCCCNC(=O)c1ccc(/C=N/O)nc1)c1ccc(/C=N/O)nc1 | 2.8 |
| Cc1ccc(CNC(=O)CCCNS(=O)(=O)c2cccc3nonc23)cc1 | -0.2 |
| O=S(=O)(Nc1cccnc1)c1ccc(Cl)c(C(F)(F)F)c1 | 2.2 |
| O=C(Nc1ccc(OC(F)(F)F)cc1)c1cnccn1 | -0.6 |
| CC(C)CCNC1=CC(=O)CC(c2ccccc2)C1 (stereo not given) | 0.1 |
| CCc1nc(Nc2ccc(NC(C)=O)cc2)c2oc3ccccc3c2n1 | -2.9 |
| CCOc1ccc(NC2CCCCC2NS(=O)(=O)c2ccccc2)cc1 (stereo not given) | 0.2 |
| CC(=O)Nc1ccc(S(=O)(=O)NC(CC(=O)NC2CCCCC2C)C(C)C)cc1 (stereo not given) | -3.3 |
| CCN(CCn1cccn1)C(=O)CC1C(=O)NCCN1Cc1ccc(OC)c(OC)c1 (stereo not given) | -0.3 |
| CCC(C(=O)OCC(=O)Nc1ccc(C(N)=O)cc1)c1ccccc1 (stereo not given) | -0.6 |

This is a subset; rates above refer to the full screens.
